# Screening data: PubChem BioAssay, several laboratories
# rCAG binder: r(CAG) repeat RNA binding; TO-PRO-1 dye displacement fluorescence; inhibition, % at 3 µM; 1.3% of 370,000 active; AID 651821;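 active = inhibition above the plate cutoff, the mean of all test compounds on that plate plus 3 SD, cut at about 35% in these data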;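 note: 0% = DMSO alone and 100% = 100 µM mitoxantrone as full dye displacement; higher means more dye released from RNA so lower well fluorescence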
# PRMT1 inh: PRMT1 (human) inhibition, primary screen; recombinant PRMT1, activity-based probe fluorescence polarization; inhibition, % at 2.79 µM; 1.3% of 370,000 active;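 active = inhibition above about 21% made by adding two undisclosed values, limit read from the data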
# UHRF1 MBD2 ctr: UHRF1 methyl-DNA binding inhibition; Q96T88; inhibition, % at 4.4 µM; UHRF1 binding to methylated oligo, TR-FRET; 0.75% of 370,000 active; in the data active = inhibition above about 21%;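 note: UHRF1 SRA domain binding a hemimethylated CpG hairpin DNA probe; 0% = median of test compound wells and 100% = reference inhibitor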
# Target sequence (Q96T88 whole entry, looked up, the tested form may be a part): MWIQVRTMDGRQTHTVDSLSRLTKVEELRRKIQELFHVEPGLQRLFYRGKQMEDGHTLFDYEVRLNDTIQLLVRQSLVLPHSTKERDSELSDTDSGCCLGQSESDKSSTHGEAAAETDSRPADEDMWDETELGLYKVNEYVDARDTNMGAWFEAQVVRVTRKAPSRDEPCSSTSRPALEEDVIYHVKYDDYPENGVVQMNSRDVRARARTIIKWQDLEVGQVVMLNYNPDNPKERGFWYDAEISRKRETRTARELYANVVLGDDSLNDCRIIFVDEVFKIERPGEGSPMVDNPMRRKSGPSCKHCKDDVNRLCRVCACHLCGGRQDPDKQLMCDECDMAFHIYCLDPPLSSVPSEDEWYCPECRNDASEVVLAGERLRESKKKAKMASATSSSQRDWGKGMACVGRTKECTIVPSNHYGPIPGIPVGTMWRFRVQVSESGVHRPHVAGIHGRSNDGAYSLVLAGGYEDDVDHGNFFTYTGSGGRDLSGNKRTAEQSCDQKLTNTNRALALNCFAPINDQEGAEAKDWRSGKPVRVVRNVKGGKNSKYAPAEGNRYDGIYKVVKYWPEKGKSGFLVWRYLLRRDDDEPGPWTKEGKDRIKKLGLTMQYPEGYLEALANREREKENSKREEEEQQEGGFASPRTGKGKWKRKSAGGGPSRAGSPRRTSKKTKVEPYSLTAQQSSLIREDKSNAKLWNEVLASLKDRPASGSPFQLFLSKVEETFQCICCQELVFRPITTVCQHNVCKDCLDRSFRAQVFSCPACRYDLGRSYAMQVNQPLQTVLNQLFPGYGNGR
# LEDGF integ inh: blocks HIV-1 LEDGF/p75-dependent DNA integration. inhibition, % at 3.7 µM. TR-FRET IN-LEDGF/p75 DNA integration, Eu/Cy5. 0.64% of 370,000 active;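 active = inhibition above the screen-wide mean plus 3 SD, cut at about 13% in these data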;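 note: signal is the Cy5 over europium emission ratio at 671 and 618 nm; 0% = plate median of compound wells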
# HTRA1 inhibitor: blocks human HTRA1 serine peptidase | Q92743 | recombinant HTRA1, FP-rhodamine activity-based probe, fluorescence polarization | inhibition, % at 5.96 µM | 0.5% of 340,000 active; in the data active = inhibition above about 36%;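 note: 0% = enzyme with DMSO and 100% = wells lacking enzyme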
# PG9 Ab binder: small molecules binding HIV-1 gp120 antibody PG9; TR-FRET gp120-PG9 antibody binding; inhibition, % at 6.7 µM; 0.43% of 360,000 active; AID 624416; in the data active = inhibition above about 8.5%
# Rev-erbA mod: Rev-erb alpha (human) modulation; P20393; 0.79% of 370,000 active; AID 1259318; Rev-erbα–FITC-DNA binding, fluorescence polarization, 90 min; activity, % at 10 µM;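 active = activity above about 14%, limit read from the data; passing the limit was not always enough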;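 note: 0% = DMSO wells with 35 nM protein and 100% = DMSO wells with 750 nM protein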
# TCR-CD3 inh: inhibitors of human TCR-CD3 interaction. TAMRA-labeled TCR probe fluorescence, biochemical. 0.37% of 360,000 active. inhibition, % at 9.4 µM; in the data active = inhibition above about 19%;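 note: recombinant mutant TCR 2C K166C tagged with TAMRA read by polarization; 0% = receptor in buffer alone and 100% = receptor with positive control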
# mABHD4 FP: inhibits mouse alpha/beta hydrolase domain 4; Q8VD66; purified mABHD4, FP-Rh probe fluorescence polarization; inhibition, % at 8.92 µM; 0.54% of 370,000 active; AID 720543;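 active = inhibition exceeding the mean over every tested compound plus 3 SD, cut at about 30% in these data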;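 note: 0% = plate median of compound wells and 100% = S159A mutant with DMSO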
#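 Test system: mouse ABHD4 enzyme, wild type. Reagent: FP-Rh fluorescent activity-based probe, added after compound pre-incubation. Timing: pre-incubation 45 min, probe exposure 60 min, at 25 °C. Technique: FP readout, ex 525 nm / em 598 nm. Benchmarks: high control S159A mutant with DMSO, low control median of compound wells.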
# MBD2 DNA inh: blocks human MBD2 binding to methylated DNA; inhibition, % at 4.4 µM; 0.31% of 370,000 active; Q9UBB5; TR-FRET, MBD2 binding to methylated oligonucleotide; in the data active = inhibition above about 13%
# * = called active by the depositor; / = not tested or not shown.
# The opening six entries as a preview:
# Results follow in this order: rCAG binder	PRMT1 inh	UHRF1 MBD2 ctr	LEDGF integ inh	HTRA1 inhibitor	PG9 Ab binder	Rev-erbA mod	TCR-CD3 inh	mABHD4 FP	MBD2 DNA inh
COCCN=c1scc(-c2cccs2)n1/N=C/c1ccc(O)c(O)c1O
→ 48*	54*	6	6	79*	-3.2	10	5	55*	3
CCN(CC)CC#CCC(OC)(c1ccccc1)c1ccccc1
→ 2	-5	-2	2	3	1.2	5	5	-2	-8
O=C(CS(=O)(=O)c1cn(Cc2cccc(F)c2)c2ccccc12)N1CCCCC1
→ -3	-3	-3	-2	-4	-0.2	-10	11	5	3
CCN1C(=O)[C@H]2[C@@H](c3ccc(Cl)cc3)N3C(=O)CN(CC4CC4)C(=O)[C@@]3(Cc3ccccc3)[C@H]2C1=O
→ -6	-3	3	-2	0	-0.4	0	0	4	0
Cc1cc(C(=O)NCC(=O)OCC(=O)N(C(C)C)C(C)C)ccc1[N+](=O)[O-]
→ -4	4	5	0	5	-2.1	3	-4	9	-2
CCSc1oc(-c2ccco2)nc1S(=O)(=O)c1ccc(F)cc1
→ 4	2	0	3	-17	-0.4	/	-7	1	3

# Results, previewed entries included:
# Results follow in this order: rCAG binder	PRMT1 inh	UHRF1 MBD2 ctr	LEDGF integ inh	HTRA1 inhibitor	PG9 Ab binder	Rev-erbA mod	TCR-CD3 inh	mABHD4 FP	MBD2 DNA inh
COCCN=c1scc(-c2cccs2)n1/N=C/c1ccc(O)c(O)c1O
→ 48*	54*	6	6	79*	-3.2	10	5	55*	3
CCN(CC)CC#CCC(OC)(c1ccccc1)c1ccccc1
→ 2	-5	-2	2	3	1.2	5	5	-2	-8
O=C(CS(=O)(=O)c1cn(Cc2cccc(F)c2)c2ccccc12)N1CCCCC1
→ -3	-3	-3	-2	-4	-0.2	-10	11	5	3
CCN1C(=O)[C@H]2[C@@H](c3ccc(Cl)cc3)N3C(=O)CN(CC4CC4)C(=O)[C@@]3(Cc3ccccc3)[C@H]2C1=O
→ -6	-3	3	-2	0	-0.4	0	0	4	0
Cc1cc(C(=O)NCC(=O)OCC(=O)N(C(C)C)C(C)C)ccc1[N+](=O)[O-]
→ -4	4	5	0	5	-2.1	3	-4	9	-2
CCSc1oc(-c2ccco2)nc1S(=O)(=O)c1ccc(F)cc1
→ 4	2	0	3	-17	-0.4	/	-7	1	3
COc1ccc(-c2csc(NC(=O)[C@H](C)N3C(=O)C4CC=CCC4C3=O)n2)cc1OC (stereo partly specified)
→ 5	13	1	1	0	0.8	2	3	9	2
CCOC(=O)c1sc2nc3c(cc2c1N)COC(C)(C)C3
→ 2	1	-1	-2	-1	-0.7	0	1	0	-4
O=C(COC(=O)c1cccc(S(=O)(=O)NCc2ccccc2)c1)NC1CC1
→ 0	-7	2	2	11	-0.7	-5	2	0	-3
CCCc1[nH]nc2c1C(c1ccc(OC)c(Cn3nc(C)c(Br)c3C)c1)C(C#N)=C(N)O2 (stereo unspecified)
→ 1	1	-6	2	-1	-1.5	7	-2	7	3
COc1ccc(S(=O)(=O)N2CCCCC2)cc1NC(=O)CN1CCN(C(C)=O)CC1
→ -8	-2	1	7	0	-1.4	-2	1	-1	1
CCOc1ccc(CN2CCN(Cc3[nH]c4ccc(OC)cc4c3C)CC2CCO)cc1 (stereo unspecified)
→ -7	2	-3	-1	-7	-2.4	12	3	5	2
O=C(O)c1ccc(/C=N/N2CCN(Cc3ccccc3)CC2)cc1
→ -1	-1	-1	-1	9	-2.2	-4	-1	10	0
O=C(Nc1ccc(S(=O)(=O)Nc2nccs2)cc1)c1ccc(F)c(S(=O)(=O)N2CCOCC2)c1
→ 45*	1	-1	-6	-3	-1.4	7	-3	-6	0
CCC(c1nnnn1CCC(C)C)N1CCC(C(N)=O)CC1 (stereo unspecified)
→ -4	0	1	-2	3	1.5	-1	-3	-2	-1
Cc1noc(COc2ccccc2OCc2onc(C)c2Cl)c1Cl
→ -3	6	10	-2	1	-1.2	-3	-8	-9	0
Cn1cc(CN2CCCCC2C(=O)Nc2ccc(-n3cccn3)cc2)cn1 (stereo unspecified)
→ -6	-2	1	-2	4	1.8	-1	6	14	-1
CCn1cc(C(=O)N2CCOCC2)c(=O)c2cc(S(=O)(=O)N(C)C3CCCCC3)ccc21
→ 1	-5	-1	0	7	-1.5	0	6	1	0
O=C(O)CCCC(=O)Nc1ccc(C(=O)NCc2cccnc2)cc1
→ 1	-4	-1	-2	0	-0.1	-2	3	6	1
Cc1cc(C)n(CCOc2ccc(Cl)cc2Cl)n1
→ 0	-2	2	3	-11	-1.1	-3	4	-7	0
COc1ccc(C(=O)N/C(=C\c2cn(S(=O)(=O)N(C)C)c3ccccc23)C(=O)N2CCN(C)CC2)cc1OC
→ 5	4	2	-1	-2	-3.7	-3	-5	3	2
CCOc1ccc(Cl)cc1S(=O)(=O)NCc1ccccn1
→ -2	0	2	-1	3	2.3	-2	-4	7	4
O=C(O)c1c(Cl)c(Cl)c(Cl)c(Cl)c1C(=O)N1CCOCC1
→ 1	-5	-1	4	4	-2.4	-1	-4	-4	-4
O=C(OCCc1cc2ccccc2c(=O)o1)N1CCOCC1
→ 4	1	5	2	6	-0.2	0	-1	1	-1
CN1CC2(C(=O)c3ccccc3)CN(C)CC(C(=O)c3ccccc3)(C1)C2
→ -2	0	1	1	-6	-1.2	-1	2	4	5
Cc1ccc(-c2cc3cccc[n+]3cc2-c2ccc(C)cc2)cc1
→ 10	2	-1	-3	-6	-0.5	-4	-7	5	0
COc1ccc(OC)c(S(=O)(=O)N/N=C(/C)c2c[nH]c3ccccc23)c1
→ 2	2	0	-1	5	-1.2	-10	-3	1	2
COc1ccc(NC(=O)CN(C)C(=O)c2ccc(C)c(S(=O)(=O)N3CCCCC3)c2)cc1
→ 3	-2	-6	-1	4	-2.2	1	1	3	2
O=C(/C=N\O)NCCCNCc1ccccc1
→ -3	-6	-2	0	0	0.1	0	4	-7	-1
CCn1cc(SCC(=O)NC2CCCC2)c2ccccc21
→ -4	-2	1	0	4	-3.0	3	5	6	-2

# Results follow in this order: rCAG binder	PRMT1 inh	UHRF1 MBD2 ctr	LEDGF integ inh	HTRA1 inhibitor	PG9 Ab binder	Rev-erbA mod	TCR-CD3 inh	mABHD4 FP	MBD2 DNA inh
Cc1ccc(OCC(=O)O)c(O)c1
→ 2	-4	-1	2	8	-1.8	8	13	-1	-2
CC(=O)Nc1ccc(S(=O)(=O)NCC(=O)NNC(=O)COc2ccccc2Cl)cc1
→ 3	25*	1	-1	-4	-0.7	6	2	8	0
O=C(CN1C(=O)CSc2ccc(S(=O)(=O)N3CCOCC3)cc21)NCCCN1CCCCC1
→ 1	2	0	-1	1	0.7	2	2	-5	4
N#Cc1nc(COc2ccc(F)cc2)oc1NCCN1CCOCC1
→ 3	-2	5	5	3	-2.7	1	-3	-16	-8
N/C(=N\OC(=O)c1ccc(OCC(F)(F)F)nc1)c1ccc(Cl)cc1
→ 0	-2	1	5	5	-0.4	-1	-1	-3	2
COc1cccc(N2CCN(C(=O)c3cc4c(OC)c(OC)c(OC)cc4[nH]3)CC2)c1
→ -3	-2	-2	3	-9	-1.1	-3	6	-1	2
COc1ccc(OC)c(/C=N/NC(=O)CC(=O)NCc2ccccc2)c1
→ -2	6	2	-6	4	-0.1	-4	-5	1	0
CCc1cccc2c(C(=O)COC(=O)C3=NNC(=O)CC3)c[nH]c12
→ 4	2	7	-1	-12	-0.9	1	4	3	2
COc1ccccc1C(=O)Nc1cccnc1
→ 1	-2	3	1	2	-0.4	-1	-7	0	1
COc1ccc(-c2noc(=O)n2Cc2ccc(C#N)cc2)cc1
→ 1	-4	-1	9	-10	-1.7	3	-1	-13	-5
CCc1ccc(NC(=O)COc2ccc(F)cc2C(=O)c2cnn(-c3ccccc3)c2)cc1
→ -1	-4	-2	1	-10	-1.7	4	8	-5	-2
COC(=O)C1=C[C@@H](C(=O)OC)[C@@H]2C3=C(C(=O)[C@@]2(C)NC(=O)c2ccccc2)[C@H](C)C(C(=O)OC)=C(C(=O)OC)[C@@H]3C1
→ 2	2	0	4	8	-0.8	0	-5	3	0
COC(=O)c1ccc(/C=N/NC(=O)C(=O)NCC2CCCO2)cc1 (stereo unspecified)
→ 0	9	3	-4	2	-0.1	2	2	-2	-3
CC1(C)CC(=O)C2=C(C1)c1c(ccc3ccccc13)NC2c1cc([N+](=O)[O-])cc([N+](=O)[O-])c1O (stereo unspecified)
→ 93*	8	4	-8	-15	-1.7	1	-7	25	-5
CCN(CC)c1ccc(NC(=O)Cn2cc3c(n2)CCC(C)C3)c(C)c1 (stereo unspecified)
→ -6	-2	2	-1	2	-0.1	2	3	25	-3
CNc1nc2ccccc2n1N
→ 1	1	-3	3	-2	-2.8	3	0	-3	1
OC[C@@H]1CN(Cc2cccc3ccccc23)C[C@H](n2cnc3c(NCc4ccco4)ncnc32)O1
→ 8	0	3	3	/	-0.7	-8	-7	-7	1
CC(C)NC(=O)c1cc2c(-c3ccc(Cl)cc3)nn(C)c2s1
→ 1	-4	-2	-2	-4	-1.0	-1	8	-3	2
O=C(Cc1ccc(Br)cc1)N1CCN(C(=O)c2ccccc2)CC1
→ -1	0	0	-6	6	0.8	2	-3	5	1
CCOC(=O)C1=C(CCl)NC(=O)NC1c1ccc2c(c1)OCO2 (stereo unspecified)
→ 0	2	0	2	5	-2.8	-4	5	3	0
COC(=O)C1CCN(C2CN(Cc3ccc([N+](=O)[O-])cc3)S(=O)(=O)C2)CC1 (stereo unspecified)
→ 3	1	-3	-5	/	-1.7	2	3	-4	-1
COc1cccc(-c2ncc3ccccc3c2COC(=O)c2cccs2)c1
→ 2	-1	0	-1	2	-0.6	5	2	-2	4
COc1ccc(-c2ccnc(SCC(=O)c3ccc(Br)cc3)n2)cc1
→ 5	1	-1	0	-3	-2.0	12	-1	-1	1
O=C(c1ccoc1)N1CCCC(Nc2ccc(F)c(F)c2)C1 (stereo unspecified)
→ 1	-5	-2	5	0	-0.1	1	8	-123	3
Cn1cc(Br)c(C(=O)NC2CCCCCC2)n1
→ -3	1	3	-8	-2	-5.0	0	-3	-4	-1
O=C(COC(=O)c1ccccn1)Nc1cc(Cl)ccc1Cl
→ 4	1	3	3	9	0.2	-4	-4	-11	1

# The list is partial; count on the stated rates, not on these rows.
